Bioassay records deposited in PubChem BioAssay by National Center for Advancing Translational Sciences (NCATS).
Menin MLL FP TR: menin-MLL binding inhibition, Texas Red mutant peptide | Menin + Texas Red MLL mutant peptide, fluorescence polarization | Potency, µM (doses to about 61.6 µM), for the others: top-dose FP activity change, negative = inhibition, actives largely listed as inhibitors | 0.23% of 270,000 active | AID 1768; active means well fitted inhibition curve with a large enough effect in the polarisation, with a control signal flat, not every such curve was filed as active; inconclusive means small, poorly fitted or top-dose-only effect, or effect the other way, or a change in a side signal; inactive means no such curve, though single readings can be large or run the other way; the % refers to the polarisation; further: potency means the concentration at half of the fitted maximal effect; % of control where 0% means no effect; many of its hits are not listed in these tables
Gal4-VP16 FLuc: counter-screen for ROR gamma inhibitors: Gal4-VP16 reporter. Potency, µM (highest dose often 53.6 µM), for inactives: at the top dose activity, negative = inhibition, hits mostly inhibitors. 3.5% of 310,000 active. Drosophila S2 Gal4-VP16 UAS-luciferase, luminescence, 20 h;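 further: Gal4-VP16 expression switched on by copper sulfate through the metallothionein promoter; potency means the concentration at half of the fitted maximal effect; on the % scale 0 is the no-effect control and ±100 the full control effect; nearly all actives have a fitted effect of over 50% in size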
FLuc counter: firefly luciferase modulation, counter-screen for miR-21 project | purified FLuc, Km substrates, luminescence inhibition | Potency, µM (doses to about 57.5 µM), without a hit: top-dose activity change, negative = inhibition, hits mostly inhibitors | 6.9% of 360,000 active;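 further: potency means the concentration at half of the fitted maximal effect; plate controls were vehicle for no effect and reference inhibitor for full effect; nearly all actives have a fitted effect of over 55% in size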
Target sequence (P08659 whole entry, looked up): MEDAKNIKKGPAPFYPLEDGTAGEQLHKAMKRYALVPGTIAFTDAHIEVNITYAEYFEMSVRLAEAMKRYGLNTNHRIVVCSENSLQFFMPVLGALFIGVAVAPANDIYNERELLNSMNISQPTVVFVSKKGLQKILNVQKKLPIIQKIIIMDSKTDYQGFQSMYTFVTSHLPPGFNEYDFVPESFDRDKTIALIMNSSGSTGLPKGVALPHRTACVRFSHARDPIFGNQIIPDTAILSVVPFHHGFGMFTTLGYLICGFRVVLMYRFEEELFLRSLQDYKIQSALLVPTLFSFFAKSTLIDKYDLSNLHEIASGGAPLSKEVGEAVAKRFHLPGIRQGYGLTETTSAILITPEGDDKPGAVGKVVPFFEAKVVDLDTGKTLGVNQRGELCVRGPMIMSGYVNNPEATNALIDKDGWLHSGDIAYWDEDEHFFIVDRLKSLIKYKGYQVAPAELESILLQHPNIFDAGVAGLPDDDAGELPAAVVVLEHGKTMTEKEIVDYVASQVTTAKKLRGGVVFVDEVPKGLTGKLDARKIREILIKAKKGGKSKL
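Purified P. pyralis luciferase, 10 nM final, with Km-level 10 uM D-luciferin and 10 uM ATP in 50 mM Tris acetate pH 7.5, 10 mM Mg acetate, 0.01% Tween-20, 0.05% BSA; 6-point qHTS titration about 60 µM downward; luminescence read.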
Mito fusion yeast: blocks mitochondrial division or promotes mitochondrial fusion. 0.23% of 320,000 active. AID 485298. Potency, µM (top dose mostly 46.1 µM), for the others: at the top dose growth rescue (activation), hits mostly activators. S. cerevisiae fusion-defective mutant growth rescue, CellTiterGlo 48 h;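 further: potency means the concentration at half of the fitted maximal effect; % of control where 0% means no effect; nearly all actives have a fitted effect of over 45% in size; temperature-sensitive fusion mutants such as fzo1-1 at 37 °C on non-fermentable ethanol glycerol medium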
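Yeast fusion mutant, YPEG (non-fermentable carbon), compound, 48 h at 37C non-permissive; CellTiterGlo added, 10 min RT, luminescence read. Rescued growth = division inhibition.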
Rab9 promoter act: Rab9 promoter activation | Huh7 Rab9 promoter-luciferase reporter, luminescence, 24 h | Potency, µM (doses to about 9.22 µM), without a hit: top-dose activation, negative = inhibition, most hits filed as activators | 2.8% of 320,000 active; further: potency means the concentration at half of the fitted maximal effect; % of control where 0% means no effect; nearly all actives have a fitted effect of over 60% in size
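Stable Rab9-luc Huh7, 1500 cells/well, 2 h settle; cmpd in DMSO, 24 h, 37 °C/5% CO2; luciferase reagent 10 min RT; luminescence.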
KCNH2 3.1 inh: KCNH2 3.1 (human) potassium channel inhibition | U2OS KCNH2 3.1, thallium flux FluxOr; hits give low values | activity change, % (tested at about 1.8 µM) | 0.95% of 340,000 active | AID 720553;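 active means maximum activity change below -70%; inconclusive means maximum activity change from -70% to -50%; inactive means maximum activity change above -50%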;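 further: thallium influx rate constant from kinetic fluorescence after stimulation buffer; on the % scale 0 is the no-effect control and ±100 the full control effect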
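Thallium flux read-out: FluxOr dye with Red40 quencher in HBSS/HEPES, 45 min at RT. Rate constants from kinetic reads were normalized to positive and negative DMSO controls. Cells: U2OS virally expressing the 3.1 isoform.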
ELG1 repair inh: blocks ELG1-dependent DNA repair in HEK293T cells; Potency, µM (top dose mostly 46.1 µM), for inactives: at the highest dose activity change, negative = inhibition, usual class: inhibitors; 2.3% of 330,000 active; HEK293T ELG1-luciferase reporter, luminescence, 16 h; DNA damage induced by 5-fluorouridine; further: potency means the concentration at half of the fitted maximal effect; on the % scale 0 is the no-effect control and ±100 the full control effect; nearly all actives have a fitted effect of over 55% in size
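HEK293T cells expressing luciferase-tagged ELG1 (2,000/well) received 5-Fluorouridine plus compound or DMSO for 16 hr at 37 °C. Luciferase was read by ONE-Glo luminescence after 30 min at room temperature.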
PKM2 activator: PKM2 (human) enzyme activation | Potency, µM (doses to about 57.5 µM), for the others: at the highest dose activation, usual class: activators | AID 1631 | 0.34% of 260,000 active | P14618 | purified PKM2, Kinase-Glo ATP luminescence, activation; response scale: 0% is enzyme alone, no compound; further: potency means the concentration at half of the fitted maximal effect; on the % scale 0 is the no-effect control and ±100 the full control effect; nearly all actives have a fitted effect of over 55% in size
Target sequence (P14618 whole entry, looked up): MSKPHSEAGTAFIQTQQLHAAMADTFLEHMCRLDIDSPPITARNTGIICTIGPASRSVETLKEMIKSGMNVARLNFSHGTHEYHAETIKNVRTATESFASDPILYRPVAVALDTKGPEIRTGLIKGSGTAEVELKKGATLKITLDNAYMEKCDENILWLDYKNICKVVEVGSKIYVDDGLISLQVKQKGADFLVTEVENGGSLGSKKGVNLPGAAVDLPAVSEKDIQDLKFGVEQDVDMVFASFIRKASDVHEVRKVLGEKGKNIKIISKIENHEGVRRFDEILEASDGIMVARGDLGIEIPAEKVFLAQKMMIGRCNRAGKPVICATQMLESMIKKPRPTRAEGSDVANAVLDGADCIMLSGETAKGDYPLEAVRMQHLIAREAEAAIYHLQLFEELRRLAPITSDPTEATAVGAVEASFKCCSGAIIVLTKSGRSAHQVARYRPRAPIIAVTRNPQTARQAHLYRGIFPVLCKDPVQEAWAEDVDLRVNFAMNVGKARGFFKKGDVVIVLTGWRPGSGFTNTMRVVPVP
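Purified hPK-M2 (>95%) run at intermediate activity with 0.1 mM ADP and 0.5 mM PEP in 50 mM imidazole pH 7.2, KCl, MgCl2; 1 h room temperature. ATP formed read by Kinase-Glo luminescence; normalized to uninhibited and no-enzyme controls.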
MBNL1-CUG inh: inhibitors of human MBNL1 binding to CUG repeat RNA; Potency, µM (titrated, usually from 57.5 µM), for inactives: at the top dose activity change, negative = inhibition, most hits filed as inhibitors; TR-FRET MBNL1-His/biotin-(CUG)12 binding, 665/545 ratio; Q9NR56; 0.036% of 280,000 active; active means well fitted inhibition curve with a large enough effect in the signal ratio, with a control signal flat, not every such curve was filed as active; inconclusive means small, poorly fitted or top-dose-only effect, or effect the other way, or a change in a side signal; inactive means no such curve, though single readings can be large or run the other way; the % refers to the signal ratio; further: potency means the concentration at half of the fitted maximal effect; on the % scale 0 is the no-effect control and ±100 the full control effect
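Ratiometric TR-FRET (665 over 545 nm, excitation 340 nm) tracks disruption of MBNL1-His/biotin-(CUG)12 complex after 60 min at room temperature, with compounds at 92 nM to 58 uM final.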
NPC1 promoter act: activators of NPC1 promoter; Huh7 NPC1 promoter luciferase reporter, 24 h; Potency, µM (series often up to 9.22 µM), inactives show top-dose activation, hits mostly activators; 2.4% of 320,000 active; AID 485313;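 further: potency means the concentration at half of the fitted maximal effect; % of control where 0% means no effect; nearly all actives have a fitted effect of over 60% in size; reporter is driven by a mutant NPC1 promoter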
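Stably transfected Huh7 (NPC1 promoter→luciferase), 1500 cells/well in Opti-MEM + 10% FBS, 2 h settle, then compound 24 h at 37 °C. Luminescence after 10 min with Amplite reagent.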
RORg inh: blocks mouse ROR gamma transcriptional activity; P51450; Drosophila S2 Gal4-RORgamma UAS-luciferase reporter, 20 h; Potency, µM (doses to about 53.6 µM), for the others: at the highest dose activity change, negative = inhibition, hits mostly inhibitors; 5.4% of 310,000 active; AID 2551; further: potency means the concentration at half of the fitted maximal effect; on the % scale 0 is the no-effect control and ±100 the full control effect; nearly all actives have a fitted effect of over 60% in size
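Drosophila Schneider cells stably carrying a metallothionein-driven Gal4 DBD–ROR gamma fusion and a UAS-Photinus luciferase reporter were exposed to compound for 1 hr, then induced with copper sulfate (700 uM final) for 20 hr at ambient temperature before luminescence reading.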
The depositor's hits bear a star; [ ] = another dose, or the depositor's remark. Unless noted, the call rests on the fitted dose curve; in most records, active means well fitted curve in the direction sought with a large enough effect; inconclusive means small, poorly fitted or top-dose-only effect, or another doubt; inactive means no such curve, though single readings can be large; an effect the other way counts as inactive or inconclusive. The list is partial. The share of hits here may be higher or lower than overall.

How did Cc1ccccc1SCC(=O)NCCCn1ccnc1 do in these assays?
Menin MLL FP TR: -6%; Gal4-VP16 FLuc: -7%; FLuc counter: 2%; Mito fusion yeast: -3%; Rab9 promoter act: 1%; KCNH2 3.1 inh: 3; ELG1 repair inh: 3%; PKM2 activator: 0%; MBNL1-CUG inh: 4%; NPC1 promoter act: -5%; RORg inh: -17%

How did COc1ccc(S(=O)(=O)N(C)CC(=O)NCc2ccccc2)cc1OC do in these assays?
Menin MLL FP TR: -5%; Gal4-VP16 FLuc: -7%; FLuc counter: -3%; Mito fusion yeast: 2%; Rab9 promoter act: 3%; KCNH2 3.1 inh: -9; ELG1 repair inh: 4%; MBNL1-CUG inh: -9%; NPC1 promoter act: 2%; RORg inh: -12%

How did O=S(=O)(CC(O)COc1ccc(Br)cc1)c1ccccc1 (stereo unspecified) do in these assays?
Gal4-VP16 FLuc: 18%; FLuc counter: -3%; Mito fusion yeast: -1%; Rab9 promoter act: -4%; KCNH2 3.1 inh: 37; ELG1 repair inh: -5%; PKM2 activator: 21%; MBNL1-CUG inh: -2%; NPC1 promoter act: -5%; RORg inh: 23%

How did O=C1NC(=O)/C(=C\c2ccc(Sc3ccc(Cl)cc3)o2)N1 do in these assays?
Menin MLL FP TR: 1%; Gal4-VP16 FLuc: -2%; FLuc counter: 5%; Mito fusion yeast: -2%; Rab9 promoter act: 2%; KCNH2 3.1 inh: -11; ELG1 repair inh: 18%; PKM2 activator: 5%; MBNL1-CUG inh: 6%; NPC1 promoter act: 2%; RORg inh: 9%

Results for CC(/C=C/c1ccccc1)=N\NC(N)=S ?
Menin MLL FP TR: -1%; Gal4-VP16 FLuc: 2.2µM*; FLuc counter: inconclusive; Mito fusion yeast: -4%; Rab9 promoter act: -2%; KCNH2 3.1 inh: -17; ELG1 repair inh: inconclusive; PKM2 activator: -2%; MBNL1-CUG inh: 21%; NPC1 promoter act: 0%; RORg inh: 0.56µM*

How did O=C(CCc1nc(-c2ccccc2Cl)no1)Nc1cccnc1 do in these assays?
Menin MLL FP TR: 5%; Gal4-VP16 FLuc: -15%; FLuc counter: 0%; Mito fusion yeast: -3%; Rab9 promoter act: 0%; KCNH2 3.1 inh: 4; ELG1 repair inh: inconclusive; PKM2 activator: 6%; MBNL1-CUG inh: 0%; NPC1 promoter act: -4%; RORg inh: inconclusive

Results for COc1ccccc1NS(=O)(=O)c1ccc(N2CCOCC2)c(NC(=O)c2ccco2)c1 ?
Menin MLL FP TR: -6%; Gal4-VP16 FLuc: -1%; FLuc counter: 4%; Mito fusion yeast: -1%; Rab9 promoter act: 1%; KCNH2 3.1 inh: 1; ELG1 repair inh: inconclusive; PKM2 activator: -10%; MBNL1-CUG inh: 2%; NPC1 promoter act: -1%; RORg inh: 1%

How did CCN(CC(=O)Nc1cc(Cl)ccc1C)C(=O)c1ccc2c(c1)NC(=O)C(C)S2 (stereo unspecified) do in these assays?
FLuc counter: 2%; Mito fusion yeast: 0%; Rab9 promoter act: -3%; KCNH2 3.1 inh: -3; ELG1 repair inh: inconclusive; NPC1 promoter act: -5%

How did CCOC(=O)N1CCN(C(=O)C2CCCN(S(C)(=O)=O)C2)CC1 (stereo unspecified) do in these assays?
Menin MLL FP TR: 4%; Gal4-VP16 FLuc: -2%; FLuc counter: 5%; Mito fusion yeast: -4%; Rab9 promoter act: 1%; KCNH2 3.1 inh: 5; ELG1 repair inh: -3%; PKM2 activator: 0%; MBNL1-CUG inh: 6%; NPC1 promoter act: -3%; RORg inh: 25%

What do the screens show for `COc1ccccc1-c1cc(C(=O)N/N=C\c2cn(C)nc2C)c2ccccc2n1`?
Menin MLL FP TR: 2%; Gal4-VP16 FLuc: -8%; FLuc counter: -2%; Mito fusion yeast: 1%; Rab9 promoter act: -4%; KCNH2 3.1 inh: -9; ELG1 repair inh: inconclusive; PKM2 activator: 7%; MBNL1-CUG inh: 18%; NPC1 promoter act: 0%; RORg inh: inconclusive

Results for CC(C)CC1NC(=O)c2ccccc2-n2c1nc1cc(F)ccc1c2=O (stereo unspecified) ?
FLuc counter: -2%; Mito fusion yeast: -4%; Rab9 promoter act: -1%; ELG1 repair inh: inconclusive; NPC1 promoter act: -1%

Results for COc1ccc(NC(=O)CC2C(=O)N(c3ccc(OC)cc3)C(=S)N2NC(=O)c2cccc(F)c2)cc1 (stereo unspecified) ?
Menin MLL FP TR: inconclusive; Gal4-VP16 FLuc: inconclusive; FLuc counter: -1%; Mito fusion yeast: -3%; Rab9 promoter act: 0%; KCNH2 3.1 inh: 2; ELG1 repair inh: -4%; PKM2 activator: -11%; NPC1 promoter act: 3%; RORg inh: 13µM*

Results for COCC(C)NC(=O)c1cccc([N+](=O)[O-])c1 (stereo unspecified) ?
Menin MLL FP TR: 11%; Gal4-VP16 FLuc: -2%; FLuc counter: -1%; Mito fusion yeast: -8%; Rab9 promoter act: -1%; KCNH2 3.1 inh: 14; ELG1 repair inh: -11%; PKM2 activator: 2%; MBNL1-CUG inh: inconclusive; NPC1 promoter act: -5%; RORg inh: 20%

How did Nc1c(Cl)ncnc1N/N=C/c1ccccn1 do in these assays?
Menin MLL FP TR: 2%; Gal4-VP16 FLuc: 0.89µM*; FLuc counter: inconclusive; Mito fusion yeast: inconclusive; Rab9 promoter act: 1%; KCNH2 3.1 inh: -13; ELG1 repair inh: inconclusive; PKM2 activator: -13%; MBNL1-CUG inh: inconclusive; NPC1 promoter act: 0%; RORg inh: 0.4µM*

How did CN1C(=O)C(O)(CC(=O)c2ccc(F)cc2)c2cc(Br)ccc21 (stereo unspecified) do in these assays?
Menin MLL FP TR: 5%; Gal4-VP16 FLuc: -1%; FLuc counter: 3%; Mito fusion yeast: 2%; Rab9 promoter act: -1%; KCNH2 3.1 inh: 7; ELG1 repair inh: 4%; PKM2 activator: -19%; MBNL1-CUG inh: -8%; NPC1 promoter act: 4%; RORg inh: -7%

How did COc1ccc(S(=O)(=O)N2CCCC(C(=O)NCC3CCCO3)C2)cc1OC (stereo unspecified) do in these assays?
Menin MLL FP TR: -11%; Gal4-VP16 FLuc: -12%; FLuc counter: -1%; Mito fusion yeast: 2%; Rab9 promoter act: 0%; KCNH2 3.1 inh: 2; ELG1 repair inh: 4%; PKM2 activator: 2%; MBNL1-CUG inh: 1%; NPC1 promoter act: -2%; RORg inh: -3%

What do the screens show for `Cc1csc2nc(COC(=O)c3ccc(Cl)c([N+](=O)[O-])c3)cc(=O)n12`?
FLuc counter: 0%; Mito fusion yeast: 20%; Rab9 promoter act: -8%; KCNH2 3.1 inh: -13; ELG1 repair inh: 10%; NPC1 promoter act: -5%

How did Cc1ccc(NC(=O)C2(S(=O)(=O)c3ccc(Cl)cc3)CC2)cc1 do in these assays?
Menin MLL FP TR: 15%; Gal4-VP16 FLuc: 18%; FLuc counter: 0%; Mito fusion yeast: -9%; Rab9 promoter act: 10%; KCNH2 3.1 inh: 6; ELG1 repair inh: 3%; MBNL1-CUG inh: -1%; NPC1 promoter act: -29%; RORg inh: 4%

How did Cc1cc(C)cc(Nc2cc(C)nc3nc(C)nn23)c1 do in these assays?
Menin MLL FP TR: -14%; Gal4-VP16 FLuc: 5%; FLuc counter: 1%; Mito fusion yeast: 1%; Rab9 promoter act: -2%; KCNH2 3.1 inh: 0; ELG1 repair inh: 8%; PKM2 activator: -13%; MBNL1-CUG inh: 13%; NPC1 promoter act: 0%; RORg inh: -24%

How did COc1ccc(Cl)cc1NC(=O)CSc1nnc(-c2ccco2)o1 do in these assays?
Gal4-VP16 FLuc: -1%; FLuc counter: -8%; Mito fusion yeast: -2%; Rab9 promoter act: 1%; ELG1 repair inh: 28%; PKM2 activator: 5%; MBNL1-CUG inh: 2%; NPC1 promoter act: -4%; RORg inh: -9%

Results for Cc1n[nH]c(=S)c2nn(-c3ccccc3)c(C)c12 ?
Menin MLL FP TR: 14%; Gal4-VP16 FLuc: 1%; FLuc counter: -1%; Mito fusion yeast: -3%; Rab9 promoter act: 1%; ELG1 repair inh: -3%; PKM2 activator: 4%; MBNL1-CUG inh: 70%[activator]; NPC1 promoter act: -2%; RORg inh: 0%

Results for C/C(=N\NC(=O)c1n[nH]c2c1CCC2)c1cccs1 ?
Gal4-VP16 FLuc: 3.5µM*; FLuc counter: 0.6µM*; Mito fusion yeast: 1%; Rab9 promoter act: inconclusive; KCNH2 3.1 inh: -118*; ELG1 repair inh: inconclusive; PKM2 activator: -45%; MBNL1-CUG inh: 18%; NPC1 promoter act: inconclusive; RORg inh: 2.5µM*

What do the screens show for `NC(CSS(=O)(=O)O)=NCCC12CC3CC(CC(O)(C3)C1)C2`?
Menin MLL FP TR: 3%; Gal4-VP16 FLuc: 7%; FLuc counter: -11%; Mito fusion yeast: 2%; Rab9 promoter act: 5%; KCNH2 3.1 inh: 1; ELG1 repair inh: inconclusive; PKM2 activator: -16%; MBNL1-CUG inh: -6%; NPC1 promoter act: 2%; RORg inh: 0%
